# Compound activity as filed in PubChem BioAssay.
# FBPA coupling cs – qHTS Assay for Inhibitors of Fructose-1,6-bisphosphate Aldolase from Giardia Lamblia: Coupling assay counterscreen; coupling enzyme system counterscreen, AmpLite Red fluorescence; AID 2472, 2010; 290,000 compounds, 0.67% hits; activity change, negative = inhibition, % at 58.2 µM, hits read low; in the data active = activity change below about -30%
#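 First, compound is pin-transferred into glyceraldehyde-3-phosphate coupling-enzyme reagent at 57.5 uM final and held 10 min at RT. Next, substrate, coupling system and AmpLite Red are added. After 20 min RT, fluorescence (525/598 nm) is read.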
# PKM2 activator – qHTS Assay for Activators of Human Muscle isoform 2 Pyruvate Kinase | Pyruvate kinase PKM (Homo sapiens), P14618 | purified PKM2, Kinase-Glo ATP luminescence, activation; response scale: 0% is enzyme alone, no compound | Potency, µM (doses to about 57.5 µM), without a hit: at the top dose activation, usual class: activators | 260,000 compounds, 0.34% hits | AID 1631, 2009; note: potency is the fitted concentration of half-maximal effect; nearly all actives have a fitted effect of over 55% in size
#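 ATP formation by purified human PK-M2, quantified via coupled luciferase luminescence after 1 h at room temperature with 0.1 mM ADP and 0.5 mM PEP final.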
# GALK inhibitor – qHTS Assay for Inhibitors of Human Galactokinase (GALK); P51570; Purified GALK, Kinase-Glo residual ATP luminescence; Potency, µM (highest dose often 57.5 µM), for inactives: at the top dose activity change, negative = inhibition, most hits filed as inhibitors; 270,000 compounds, 0.007% hits; AID 1868, 2009; note: potency is the fitted concentration of half-maximal effect
#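 Galactose (100 uM) and ATP (35 uM) were turned over by 5 nM GALK for 1 h at RT. Kinase-Glo Plus then converted the remaining ATP into a luminescent signal.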
# KCNH2 WT inh – qHTS for Inhibitors of KCHN2 3.1: Wildtype qHTS. Voltage-gated inwardly rectifying potassium channel KCNH2 (Homo sapiens), Q12809. U2OS, BacMam KCNH2, thallium flux FluxOr; hits give low values. activity change, % at 1.84 µM. 340,000 compounds, 0.37% hits;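 active = maximum activity change below -70%; inconclusive = maximum activity change between -70% and -50%; inactive = maximum activity change above -50%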
# Target sequence (Q12809 whole entry, looked up): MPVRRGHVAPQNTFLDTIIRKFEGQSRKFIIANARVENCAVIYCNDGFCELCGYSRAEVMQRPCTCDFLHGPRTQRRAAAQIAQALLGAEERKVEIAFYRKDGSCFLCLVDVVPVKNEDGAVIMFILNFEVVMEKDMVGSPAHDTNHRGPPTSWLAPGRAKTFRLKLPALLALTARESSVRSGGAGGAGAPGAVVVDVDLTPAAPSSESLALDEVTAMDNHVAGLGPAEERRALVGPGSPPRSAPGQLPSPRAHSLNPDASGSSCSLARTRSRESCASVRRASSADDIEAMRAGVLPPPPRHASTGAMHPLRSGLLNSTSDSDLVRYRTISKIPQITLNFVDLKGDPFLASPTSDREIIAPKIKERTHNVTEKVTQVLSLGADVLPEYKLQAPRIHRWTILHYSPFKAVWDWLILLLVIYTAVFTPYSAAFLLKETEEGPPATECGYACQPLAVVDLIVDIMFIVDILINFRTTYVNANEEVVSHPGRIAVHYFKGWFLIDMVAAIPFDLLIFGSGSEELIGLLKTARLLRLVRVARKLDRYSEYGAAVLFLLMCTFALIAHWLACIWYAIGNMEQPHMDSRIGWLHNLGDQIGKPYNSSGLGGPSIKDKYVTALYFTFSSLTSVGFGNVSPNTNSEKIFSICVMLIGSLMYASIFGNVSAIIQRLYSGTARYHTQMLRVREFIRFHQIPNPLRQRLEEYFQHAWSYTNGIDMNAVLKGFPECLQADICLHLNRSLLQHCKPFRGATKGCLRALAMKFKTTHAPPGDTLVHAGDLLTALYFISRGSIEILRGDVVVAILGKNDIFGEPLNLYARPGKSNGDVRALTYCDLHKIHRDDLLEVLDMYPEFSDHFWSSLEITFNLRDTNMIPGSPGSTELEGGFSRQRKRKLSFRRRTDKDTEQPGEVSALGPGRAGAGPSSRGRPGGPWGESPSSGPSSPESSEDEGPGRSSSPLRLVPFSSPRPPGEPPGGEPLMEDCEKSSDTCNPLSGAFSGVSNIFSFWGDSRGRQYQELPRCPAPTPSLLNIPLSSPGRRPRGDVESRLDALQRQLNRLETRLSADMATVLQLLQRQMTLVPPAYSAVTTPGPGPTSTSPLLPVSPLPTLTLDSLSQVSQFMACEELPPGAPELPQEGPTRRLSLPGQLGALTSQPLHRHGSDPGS
#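 U2OS cells were transduced with wild-type KCNH2 virus (2.03 x 10^8 / mL) for 4 h at room temperature, then cultured overnight at 37 C. Thallium flux was read with FluxOr dye. Rate constants were normalized to DMSO controls.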
# uPA surface inh – qHTS for Inhibitors of Cell Surface uPA Generation; Potency, µM (titrated, usually from 38.3 µM), without a hit: at the highest dose activity change, negative = inhibition, hits mostly inhibitors; cell surface uPA generation assay, qHTS; AID 540303, 2011; 330,000 compounds, 0.31% hits; active = well fitted inhibition curve with a large enough effect; inconclusive = small, poorly fitted or top-dose-only effect; inactive = no such curve, though single readings can be large or run the other way; tested in mouse RAW 264.7 cells; note: potency is the fitted concentration of half-maximal effect; nearly all actives have a fitted effect of over 55% in size
# KCNH2 3.1 block – qHTS for Inhibitors of KCHN2 3.1: Mutant qHTS; 340,000 compounds, 0.95% hits; U2OS KCNH2 3.1, thallium flux FluxOr; hits give low values; activity change, % (tested at about 1.8 µM);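 active = maximum activity change below -70%; inconclusive = maximum activity change from -70% to -50%; inactive = maximum activity change above -50%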;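 note: thallium influx rate constant from kinetic fluorescence after stimulation buffer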
#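 We transduce U2OS cells with the mutant 3.1 virus, culture them overnight, load FluxOr with Red40 quencher for 45 min, then add stimulation buffer and read kinetically for 2 min to derive a normalized rate constant.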
# Chronic BCR inh – qHTS Assay to Find Inhibitors of Chronic Active B-Cell Receptor Signaling; ABC-DLBCL IkBa-CBG/CBR reporter, luminescence ratio, 4 h; 340,000 compounds, 0.05% hits; AID 493014, 2011; Potency, µM (series often up to 46.1 µM), inactives show top-dose ratio change, negative = lower green/red ratio, usual class: inhibitors; active = well fitted inhibition curve with a large enough effect in the signal ratio, with a control signal flat, not every such curve was filed as active; inconclusive = small, poorly fitted or top-dose-only effect, or effect the other way, or a change in a side signal; the % refers to the signal ratio;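 note: potency is the fitted concentration of half-maximal effect; plate controls were basal doxycycline-induced cells for no effect and cells given 10 µM MG132 for full effect; MG132 reads +100%, hits lower the ratio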
#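 TMD8 ABC-DLBCL cells carrying doxycycline-inducible green luciferase fused to IkappaBalpha plus unfused red luciferase were exposed to compounds (up to 46 uM) for 4 hrs at 37C. Activity came from the overlap-corrected green/red luminescence ratio.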
# USP2a inh – qHTS Assay for Inhibitors of Ubiquitin-specific Protease USP2a Using CHOP2 as the Reporter; USP2 core, Ub-CHOP2 coupled fluorogenic reporter, 485/531; AID 463254, 2010; Potency, µM (doses to about 38.3 µM), without a hit: at the highest dose activity change, negative = inhibition, hits mostly inhibitors; 330,000 compounds, 0.01% hits; Ubiquitin carboxyl-terminal hydrolase 2 (Homo sapiens), O75604;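 note: potency is the fitted concentration of half-maximal effect; plate controls were DMSO wells for no effect and full inhibition by NEM control for full effect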
#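 USP2 core (10nM final) preincubated 30min RT with compound in 20mM Tris-HCl pH 8.0, 2mM CaCl2, 2mM beta-mercaptoethanol, 0.05% CHAPS; 25nM Ub-CHOP2 plus 25nM reporter substrate added, fluorescence (Ex485/Em531) read after 60min.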
# Giardia kill – Small Molecules that selectively kill Giardia lamblia: qHTS | Giardia lamblia trophozoite viability | activity change, % at 7.66 µM, hits read low | 340,000 compounds, 0.15% hits; in the data active = activity change below about -80%; inconclusive = between about -30% and that limit;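 note: parasites exposed to compound for two days anaerobically before the ATP read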
#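 Giardia trophozoites, 100 cells per well, were exposed to compounds for 48 hrs at 37 deg C under anaerobic conditions; viability was then read as ATP content by bioluminescence after 15-30 min at room temperature.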
# B2AR arrestin – qHTS assay of beta-arrestin-biased ligands of beta2-adrenergic receptor; Beta-2 adrenergic receptor (Homo sapiens), P07550; beta-arrestin recruitment to beta2AR, cell-based reporter; Potency, µM (highest dose often 46.1 µM), for inactives: at the highest dose activation, most hits filed as activators; 330,000 compounds, 0.02% hits; AID 492947, 2010;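 note: potency is the fitted concentration of half-maximal effect; 0% = DMSO controls and full agonism = EC100 isoproterenol or metaproterenol; nearly all actives have a fitted effect of over 65% in size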
# Eya2 inh – qHTS Assay for Inhibitors of the Phosphatase Activity of Eya2; recombinant Eya2, OMFP fluorescence dephosphorylation (OMFP is methylfluorescein phosphate); Potency, µM (doses to about 76.9 µM), inactives show at the highest dose activity, negative = inhibition, most hits filed as inhibitors; 330,000 compounds, 0.006% hits; AID 488837, 2010; note: potency is the fitted concentration of half-maximal effect
#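 Eya2 protein (added as 0.2 uM solution) was preincubated with compound for 10 min at ambient temperature in 50 mM HEPES pH 7.5, 50 mM NaCl, 5 uM MgCl2, 0.05% BSA, 1 mM DTT. OMFP (added at 50 uM) then reacted 10 min; fluorescence read at 485/525 nm.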
# Active calls of the source: *; i = inactive; u = inconclusive; x = not tested or not shown; & = joins results of further samples; [ ] = remark or other dose. Unless noted, calls come from the whole dose curve; as a rule, active = well fitted curve in the direction sought with a large enough effect; inconclusive = small, poorly fitted or top-dose-only effect, or another doubt; inactive = no such curve, though single readings can be large; an effect the other way counts as inactive or inconclusive. Unless noted, % is set by controls: 0 for no effect and ±100 for the full control effect.
smiles,Giardia kill,USP2a inh,KCNH2 3.1 block,KCNH2 WT inh,Chronic BCR inh,PKM2 activator,FBPA coupling cs,B2AR arrestin,Eya2 inh,GALK inhibitor,uPA surface inh
COc1ccc(C(=O)/C=C/C(=O)N(CC(=O)NC2CCCCC2)Cc2ccccc2)c(O)c1,4,-8%,-12,-3,u,3.5µM*,1,0.4%,0%,4%,-9%
CN(C)c1ccc(C=C2C(=O)OC(C)(C)OC2=O)cc1,11,0%,11,27,13%,-1%,1,-0.1%,0%,0%,-3%
Cc1nn(-c2ccccc2)c(C)c1NC(=O)COC(=O)CCCOc1ccccc1,6,2%,-2,-6,u,x,x,0.0%,-17%,x,1%
Cc1cccc(OCc2nnc(SCC(=O)NC3CCCCC3)n2C)c1,0,0%,5,-6,-11%,-6%,6,-0.1%,1%,-1%,2%
C=CCn1c(Cc2ccc(OCC)cc2)nnc1SCC(N)=O,13,1%,-2,-3,4%,-1%,-2,0.4%,0%,0%,5%
O=C(Nc1ccccc1N1CCCC1)C1CCN(C(=O)c2ccc(Cl)cc2)CC1,1,2%,-14,5,16%,x,x,-0.1%,25%,x,-3%
Cc1ccc(S(=O)(=O)N2CCN(C(=O)c3c(C)nn(-c4ccccc4)c3Cl)CC2)cc1,9,0%,-8,-20,-2%,-2%,-4,0.1%,-6%,0%,-4%
CCOc1ccc(NC(=O)CCC(=O)NNC(=O)c2ccc(Br)o2)cc1,-18,0%,-10,-6,-5%,-2%,1,-0.9%,5%,1%,-4%
Cc1ccc(C(=O)NCCc2ccccn2)cc1S(=O)(=O)N1CCOCC1,9,16%,5,-3,1%,-3%,-3,-1.1%,7%,0%,-1%
CCOc1ccc(N(Cc2ccc(OC)cc2)C(=O)c2ccco2)cc1,-14,-7%,61,-9,-4%,21%,1,0.3%,-3%,8%,3%
COc1ccc(NC(=O)NNC(=O)c2cc(C3CC3)nc3ccccc23)c(OC)c1,24,-3%,x,-9,10%,-2%,3,-0.8%,18%,2%,4%
O=C(CCNC(=O)c1ccccc1Cl)NCCc1ccc(C(F)(F)F)cc1,1,4%,10,-5,2%,x,2,-1.1%,-1%,1%,-7%
COc1ccc(NC(=O)COC(=O)CC2CCCC2)cc1,9,2%,13,2,u,x,x,-0.1%,-5%,x,-3%
CC(=O)N(CCC1(C(C)C)CCOC(C)(C)C1)C(C)c1cccs1 (configuration not stated),1,0%,-2,5,u,0%,2,-0.1%,-15%,0%,1%
N#C/C(=C\c1cccc([N+](=O)[O-])c1)C(=O)NCc1cccnc1,-9,2%,-2,-4,1%,10%,-1,0.0%,-1%,-3%,-2%
CC(=O)N1CCCC(C(=O)c2ccc3c4c(cccc24)CC3)C1 (configuration not stated),11,2%,4,-14,-14%,1%,-6,-0.2%,-16%,5%,8%
CCc1cc2c(SCC(=O)c3cccs3)ncnc2s1,-1,-1%,-5,0,-4%,0%,2,-0.1%,-11%,-1%,2%
COc1ccccc1/C=C/C(=O)c1ccc(NC(C)=O)cc1,10,0%,2,-28,u,4%,-2,0.0%,2%,-5%,-8%
COc1ccc(C(=O)NNC(=O)CSc2nnc(COc3ccccc3)n2C)cc1,0,-6%,4,0,4%,-20%,3,0.1%,10%,-2%,-1%
CCOC(=O)C1CCN(C(=O)Nc2ccc(OC)c(OC)c2)CC1,-13,2%,-2,-7,u,-7%,3,0.0%,-3%,0%,x
Cc1ccc(C(c2nnnn2C(C)(C)C)N2CCc3ccccc3C2)cc1 (configuration not stated),x,0%,x,x,u,2%,1,0.1%,9%,1%,x
NC(=O)CC(NC(=O)c1ccccc1)c1ccc(NCCc2cccc(F)c2)c([N+](=O)[O-])c1 (configuration not stated),0,3%,0,9,0%,1%,-2,-0.1%,0%,-5%,-6%
COc1ccc(NC(=O)c2sc3nc(C)nc(N4CCN(c5ccccn5)CC4)c3c2C)c(OC)c1,1,2%,-31,-21,0%,2%[0.46 µM],-6,0.2%,7%,9%,20%
CC(C)Cn1c(CN2CCN(C(=O)c3ccco3)CC2)nc2c1c(=O)n(C)c(=O)n2C,6,1%,-1,-7,u,1%,2,0.0%,u,3%,-2%
CCOC(=O)C1=C(C)NC(=O)C1(NC(=O)c1cccnc1)C(F)(F)F (configuration not stated),1,1%,-1,-10,-1%,2%,-5,-0.4%,-4%,2%,6%
CN(CC#CCC(c1ccccc1)c1ccccc1)C(C)(C)C,-13,4%,-77*,35,9%,-5%,3,-0.1%,-15%,-1%,x
COc1ccc(-c2cc(C(F)(F)F)nc(SCC(=O)N3CC(C)OC(C)C3)n2)cc1OC (configuration not stated),2,0%,-15,-5,0%,-12%,1,0.8%,7%,0%,-4%
COc1ccc(C)cc1S(=O)(=O)N(C)CC(=O)N1CCN(C)CC1,-12,1%,-5,9,-7%,-8%,0,-0.3%,1%,2%,2%
Cn1cccc1/C=N/N1CCN(c2ccccn2)CC1,-22,0%,-4,-9,1%,u,-17,0.3%,-3%,1%,2%
CCC1CCCCN1C(=S)Nc1cccc(S(=O)(=O)N(C)C)c1 (configuration not stated),-3,2%,3,-4,4%,-2%,-1,-0.1%,-3%,-2%,0%
COc1ccc2c(c1)[nH]c1c(Cl)ncnc12,22,0%,5,i,u,-17%,2,0.0%,-6%,0%,2%
FC(F)(F)COc1nc(N/N=C/c2cccnc2)nc(N2CCCCC2c2ccccn2)n1 (configuration not stated),-19,0%,1,-2,u,1%,2,-0.1%,u,9%,-4%
Cc1ccc(Nc2nc(-c3sc(NC(=O)c4ccc([N+](=O)[O-])cc4)nc3C)cs2)cc1,x,3%,x,x,-1%,-7%,2,-1.6%,8%,6%,x
CCc1ccc(NC(=O)CN(c2ccc3c(c2)OCO3)S(=O)(=O)c2c(C)noc2C)cc1,-18,2%,u,3,3%,0%,-1,0.8%,-5%,1%,2%
CCC1=C2CC[C@H]3C(=O)N(CC(=O)OC)C(=O)[C@H]3[C@H]2[C@@]2(C)C(=NCC(=O)OC)OC(=O)N2C1=O,-20,-5%,3,4,1%,5%&-4%,1&1,0.3%,-2%,-3%,7%
FC(F)(F)c1cccc(NC(=S)NCc2ccccn2)c1,10,0%,8,-16,0%,3%,3,-1.2%,2%,1%,7%
CCCC(=O)Nn1cnc2c(c1=O)C1(CCCCC1)Cc1ccccc1-2,-9,-3%,1,-46,u,u,-4,-0.9%,-39%,1%,2%
CSCc1cc(N(C)c2ccccc2)nc(-c2ccccn2)n1,20,5%,-8,-10,-11%,x,0,-0.6%,15%,-1%,4%
S=C(c1ccc(Br)cc1)N1CCN(Cc2ccccc2)CC1,2,-1%,8,1,18%,-4%,-8,0.2%,-7%,5%,x
O=C(CCSc1ccc(Cl)cc1)N1CCCCCC1,3,0%,-6,-7,16%,-2%,0,-0.8%,1%,-4%,2%
CC1CCCC(C)N1C(=O)COC(=O)CNC(=O)c1sc2ccccc2c1Cl (configuration not stated),-7,-1%,2,4,1%,x,x,-0.2%,15%,x,2%
Cc1cc2c(=O)n(CC(=O)NCC(=O)N3CCN(Cc4ccccc4)CC3)cnc2s1,8,0%,2,4,-1%,0%,-4,-0.9%,-12%,1%,9%
CCn1c(C(=O)OC)cc2c1ccn2-c1ccc(F)cc1,-5,4%,3,0,u,-2%,-6,-0.9%,-4%,-1%,-4%
OC(COc1ccccc1)CN1CCC(Cc2ccccc2)CC1 (configuration not stated),3,-2%,-115*,0,-1%,-1%,3,0.0%,8%,6%,7%
COc1ccc(CC(=O)NCc2ccc(Cl)cc2)cc1S(=O)(=O)N1CCOCC1,-2,1%,-1,-4,0%,x,x,-0.2%,13%,x,5%
O=C(O)CNC(=S)N(Cc1ccccc1Cl)C1CCCCC1,-6,-3%,18,-2,0%,2%,13,-0.9%,-2%,-2%,3%
CN(C)S(=O)(=O)c1cc(NC(=O)CN2CCCc3ccccc32)ccc1Cl,12,-7%,-12,4,9%,-12%,-3,0.5%,8%,6%,-1%

# Outcome played no part in choosing rows. Share with any hit: about 2.4%.
